GRK2 aptamer HTS: compounds blocking aptamer binding on GRK2 – biochemical, human GRK2, bead flow cytometry, HTS, primary screen; Beta-adrenergic receptor kinase 1 (Homo sapiens), P25098; FAM-aptamer displacement from GRK2; inhibition of aptamer binding, % at 10 µM; actives 0.59% (n = 330,000); AID 488847, 2010;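 active means inhibition of aptamer binding above 40%, roughly 3 SD of noise, on plates passing a quality check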;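 further: median bead fluorescence of bound FAM aptamer so fluorescent compounds give negative values; no value below 0 was filed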
Target sequence (P25098 whole entry, looked up): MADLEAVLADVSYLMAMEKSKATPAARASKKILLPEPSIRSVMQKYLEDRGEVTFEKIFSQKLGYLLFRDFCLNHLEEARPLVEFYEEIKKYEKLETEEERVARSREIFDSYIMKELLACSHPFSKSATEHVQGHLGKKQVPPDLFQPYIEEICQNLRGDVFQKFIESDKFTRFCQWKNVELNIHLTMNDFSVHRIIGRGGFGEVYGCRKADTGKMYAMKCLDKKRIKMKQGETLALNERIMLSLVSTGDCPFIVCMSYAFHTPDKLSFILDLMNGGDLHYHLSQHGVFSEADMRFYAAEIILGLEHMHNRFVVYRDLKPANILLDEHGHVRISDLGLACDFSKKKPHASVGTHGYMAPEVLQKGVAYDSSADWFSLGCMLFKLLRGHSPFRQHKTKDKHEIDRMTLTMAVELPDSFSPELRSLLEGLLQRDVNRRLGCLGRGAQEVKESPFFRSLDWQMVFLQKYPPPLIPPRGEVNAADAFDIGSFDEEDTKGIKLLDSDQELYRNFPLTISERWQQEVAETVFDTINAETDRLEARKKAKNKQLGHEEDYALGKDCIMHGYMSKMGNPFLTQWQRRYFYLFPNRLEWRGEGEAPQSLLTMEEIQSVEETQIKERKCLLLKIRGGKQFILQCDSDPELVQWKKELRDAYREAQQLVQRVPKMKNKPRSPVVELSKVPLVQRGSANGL
PP1 counter: PP1-alpha phosphatase inhibitors, primary screen, counter-screen for PP5 inhibitor project, biochemical, fluorescence, OMFP substrate, single point | Serine/threonine-protein phosphatase PP1-alpha catalytic subunit (Homo sapiens), P62136 | purified PP1alpha | inhibition, % at 6.7 µM | actives 0.9% (n = 320,000) | AID 2235, 2010;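 active means inhibition above the mean inhibition of all tested compounds plus 3 SD, computed separately for each screening campaign, cut at about 15% in these data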
proCasp3 act: activators of human procaspase-3 D3A mutant, primary screen, biochemical, absorbance, PC-3 D3A mutant, single concentration | recombinant procaspase-3 D3A, Ac-DEVD-pNA absorbance 405 nm | actives 0.11% (n = 330,000) | Caspase-3 (Homo sapiens), P42574 | activation, % at 8.5 µM;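 active means activation above the mean of all tested compounds plus 3 SD, cut at about 21% in these data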;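 further: 0% = DMSO alone and 100% = DMSO wells spiked with extra 5 µM PC-3 D3A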
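Assay system: Autoprocessing-dead procaspase-3 D3A mutant enzyme; also added: Ac-DEVD-pNA; doses: one concentration, 8.5 µM nominal, 0.8% DMSO; times: 1 h compound preincubation, 2 h substrate hydrolysis at 25 °C; technique: 405 nm absorbance of p-nitroaniline, reads at 0 and 120 min; measure: % activation between DMSO and enzyme-spiked controls; repeats: single replicate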
CTSL1 counter: Fasciola hepatica cathepsin L1 inhibitors, primary screen, counter-screen for PFM18AAP inhibitor project, biochemical, QFRET, fluorogenic peptide substrate; recombinant F. hepatica cathepsin L1, Z-Leu-Arg-MCA fluorescence; inhibition, % at 5.96 µM; actives 0.49% (n = 300,000); AID 1906, 2009;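 active means inhibition above the mean of all tested compounds plus 3 SD, set per screening campaign, cut at about 17% in these data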;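 further: 0% = plate median of test compound wells and 100% = 1 µM Z-Phe-Ala-diazomethylketone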
PP5 primary: PP5 phosphatase inhibitors, primary screen, biochemical, fluorescence; AID 1987, 2009; actives 0.18% (n = 320,000); Serine/threonine-protein phosphatase 5 (Homo sapiens), P53041; inhibition, % at 6.7 µM; purified PP5c, OMFP substrate fluorescence;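 active means inhibition above the campaign's mean inhibition across all tested compounds plus 3 SD, cut at about 9.5% in these data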;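 further: 0% = DMSO only and 100% = 100 µM cantharidin control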
GASC-1 inh: inhibitors of GASC-1 histone demethylase, primary screen, biochemical, fluorescence, DELFIA europium | inhibition, % at 2.35 µM | actives 0.069% (n = 330,000) | Lysine-specific demethylase 4C (Homo sapiens), Q9H3R0 | GST-JMJD2C(1-420) H3K9me3 demethylation;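 active means more than half of a compound's replicate wells show inhibition beyond 50%, single wells judged on their own value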;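 further: signal counts dimethyl H3K9 product captured on neutravidin plate; 0% = median of DMSO wells and 100% = 0.3 times that DMSO median; strong numbers were not always called active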
Target sequence (Q9H3R0 1-420 limits assumed): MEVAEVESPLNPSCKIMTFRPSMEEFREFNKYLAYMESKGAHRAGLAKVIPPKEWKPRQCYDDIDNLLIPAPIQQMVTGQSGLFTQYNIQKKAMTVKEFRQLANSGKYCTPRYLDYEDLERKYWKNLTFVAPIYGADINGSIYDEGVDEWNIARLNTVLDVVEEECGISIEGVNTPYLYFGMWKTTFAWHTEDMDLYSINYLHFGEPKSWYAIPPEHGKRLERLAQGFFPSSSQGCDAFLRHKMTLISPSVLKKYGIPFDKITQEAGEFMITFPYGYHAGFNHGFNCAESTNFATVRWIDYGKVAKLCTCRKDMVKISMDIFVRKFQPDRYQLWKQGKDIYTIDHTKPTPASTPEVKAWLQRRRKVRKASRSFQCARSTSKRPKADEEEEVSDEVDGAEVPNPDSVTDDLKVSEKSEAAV
procasp7 counter: procaspase-7 activators, primary screen, counter-screen for procaspase-3 activator project, biochemical, absorbance, HTS, human; Caspase-7 (Homo sapiens), P55210; recombinant procaspase-7, Ac-DEVD-pNA absorbance 405 nm; D23A/D198A/D206A triple mutant, cannot self-cleave; scale: DMSO 0, 5 µM enzyme 100; activation, % at 8.5 µM; actives 0.093% (n = 330,000); AID 463210, 2010;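 active means percent activation above the screen-wide mean plus 3 SD, cut at about 25% in these data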
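Assay system: Uncleavable procaspase-7 mutant enzyme; Input: 2 µM procaspase-7 mutant as dispensed; Also added: DEVD-pNA substrate; Medium: Zinc-free HEPES pH 7.4 with 300 mM NaCl, 0.01% Triton X-100; Timing: 1 h compound preincubation, 2 h substrate cleavage, 25 °C; Measured by: Epi-absorbance of released pNA at 405 nm, two timepoints.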
HCV core dimer: inhibitors of HCV core protein dimerization, primary screen, biochemical, TR-FRET, high-throughput; TR-FRET GST/Flag-core106 dimerization, 1536-well; inhibition, % at 5 µM; actives 0.33% (n = 300,000); AID 1899, 2009;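 active means inhibition above the mean of all tested compounds plus 3 SD, set per screening campaign, cut at about 45% in these data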
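Assay system: tagged HCV core106 pair (GST and Flag); medium: KF-containing HEPES buffer, pH 7.45, DTT, CHAPS, BSA; also added: Eu donor and XL665 acceptor anti-tag antibodies; dosing: 5 µM single dose; timing: compound-protein-antibody incubation 4 h at 22.5 °C; signal: TR-FRET 671 and 617 nm emission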
VLA-4 inh: inhibition in human VLA-4 binding assay, primary screen, VLA-4 allosteric modulator project, MLPCN library, flow cytometry, VLA-4 expressing cells | Integrin alpha-4 (Homo sapiens), P13612 | actives 0.2% (n = 330,000) | inhibition, % (about 7 µM as worked out from the volumes in the protocol) | ligand binding flow cytometry; in the data active means inhibition above about 50%
* = called active by the depositor; . = not tested or not shown; & = joins results of further samples.

Start of the listing, in advance:
The line under a structure holds: GRK2 aptamer HTS, PP1 counter, proCasp3 act, CTSL1 counter, PP5 primary, GASC-1 inh, procasp7 counter, HCV core dimer, VLA-4 inh
COc1ccc(NC(=S)NC(NC(=O)/C=C/c2ccccc2)C(Cl)(Cl)Cl)cc1 (stereo not given)
 : 1, 8, -9, 0, 0.1, 3, -6, 22, -8
O=S1(=O)CCOC[C@H](c2ccccc2)N1Cc1cccc(Cl)c1
 : 0, 4, 5, 3, 3.6, 5, -4, -10, -8

Results, from the first entry:
The line under a structure holds: GRK2 aptamer HTS, PP1 counter, proCasp3 act, CTSL1 counter, PP5 primary, GASC-1 inh, procasp7 counter, HCV core dimer, VLA-4 inh
COc1ccc(NC(=S)NC(NC(=O)/C=C/c2ccccc2)C(Cl)(Cl)Cl)cc1 (stereo not given)
 : 1, 8, -9, 0, 0.1, 3, -6, 22, -8
O=S1(=O)CCOC[C@H](c2ccccc2)N1Cc1cccc(Cl)c1
 : 0, 4, 5, 3, 3.6, 5, -4, -10, -8
O=c1cc(-c2ccc(O)c(O)c2)oc2cc(O)c(C3OC(CO)C(O)C(O)C3O)c(O)c12 (stereo not given)
 : 0, -3, 6, 4, 3.3, -8, 0, -17, -2
COc1cccc(C(=O)Nc2ccc(N3CCN(S(C)(=O)=O)CC3)cc2)c1
 : 1, 1, 4, -2, -1.1, -13, 4, -2, -12
CN(Cc1ccccc1)C(=O)Cc1ccccc1
 : 2, -2, 0, -1, 2.3, 7, -1, -4, 14
O=C(c1ccc([N+](=O)[O-])cc1)N1CCCC1
 : 1, -5, 13, -9, -0.8, 6, 11, -1, 10
CCOc1ccc(C2C(C(=O)c3ccco3)=C(O)C(=O)N2Cc2cccnc2)cc1OC (stereo not given)
 : 2, -2, -7, 3, -1.0, -23&-9, -56, -4, -8
O=C(NNC(=O)c1cc2cc(OC(F)(F)F)ccc2[nH]1)c1ccc(Cl)cc1
 : 0, 0, -9, -2, 0.4, 2, -5, 1, -4
Cc1ccc2c(c1)nnn2C1CCN(CC(=O)c2ccc(Cl)cc2)CC1
 : 0, 4, -1, 8, 0.0, 13, 5, 19, 2
O=C(C[n+]1ccc(-c2ccccc2)cc1)Nc1ccc([N+](=O)[O-])cc1
 : 0, 2, 4, -3, 0.3, 12, -3, -7, 8

Following part.
The line under a structure holds: GRK2 aptamer HTS, PP1 counter, proCasp3 act, CTSL1 counter, PP5 primary, GASC-1 inh, procasp7 counter, HCV core dimer, VLA-4 inh
O=C(O)c1ccccc1C(=O)NC1CCN(c2nccc(C(F)(F)F)n2)CC1
 : 1, -1, 0, 5, 1.9, -9, 7, 2, -10
COc1cc(/C(C)=N\NC(=O)CSc2nc3ccccc3n2C)ccc1O
 : 0, -2, 6, -5, 2.7, -2, 9, 4, 3
Cc1ccc(CS/C(Nc2ccccc2C)=C(\C#N)C(=O)NCc2ccco2)c(C)c1
 : 0, 8, -10, -2, 1.4, -31, -5, -4, -3
CSc1nnc(C)c(=O)n1COC(=O)c1ccccc1
 : 1, -3, -5, -2, 0.1, 1, -2, 0, -1
Cc1c(NC(=O)CSC2=C(C#N)C(c3ccccc3F)CC(=O)N2)c(=O)n(-c2ccccc2)n1C (stereo not given)
 : 0, -4, 2, -1, 0.5, 10&-2, 4, 0, -2
CCn1c(SCC(=O)c2[nH]c(C)c(C(C)=O)c2C)nnc1-c1ccncc1
 : 0, 8, -4, 6, 1.6, 4, -4, 0, 5
Cc1cc(C)n(-c2ccc(NC(=O)C3CCCCN3C(=O)c3ccoc3C)cc2)n1 (stereo not given)
 : 3, 0, 6, -3, 0.8, 8, -11, 3, 8
CCOc1ccccc1N1CCN(C(=S)Nc2ccc(S(=O)(=O)Nc3ncccn3)cc2)CC1
 : 1, 2, -5, -2, 2.0, 5, -12, 3, 12
Cc1cc(NS(=O)(=O)c2ccc(NC(=S)NC(=O)c3ccc(Cl)cc3Cl)cc2)no1
 : 0, 2, 9, 1, 1.6, 1, -7, 25, 17
O=C(COC(=O)[C@@H]1CCCN1S(=O)(=O)c1ccc(Cl)cc1)NC1CC1
 : 0, 2, 10, -9, -1.5, -5, 11, 4, 7

Further structures follow.
The line under a structure holds: GRK2 aptamer HTS, PP1 counter, proCasp3 act, CTSL1 counter, PP5 primary, GASC-1 inh, procasp7 counter, HCV core dimer, VLA-4 inh
COC(=O)C1=C(NC(=O)c2ccccc2C)CCS1
 : 0, 2, 5, 0, -0.8, 1, -5, 0, 0
O=C(CCCN1C(=O)c2ccccc2C1=O)Nc1nncs1
 : 1, -3, 3, 0, 2.1, 4, 8, -2, -4
CCOc1ccc(S(=O)(=O)Nc2cc(S(=O)(=O)N(CC)CC)ccc2N2CCCC2)cc1
 : 0, 1, -8, 2, 2.0, -3, -5, 14, -5
Cc1ccccc1OCc1n(CC(=O)OC2CC(C)CCC2C(C)C)c2ccccc2[n+]1C (stereo not given)
 : 0, 10, -11, -2, 1.7, -10&-7, -3, -9, 5
CC(C)(C)OC(=O)N1CCC2(CC1)Oc1ccc(F)cc1C(=O)C21CC(c2ccccc2)=NO1 (stereo not given)
 : ., 1, -3, 0, 0.5, -7, -7, 3, .
O=C(C1CC(c2ccc(F)cc2)=NO1)N1CCc2ccccc2C1 (stereo not given)
 : 1, 0, -9, 0, -1.6, 2, 4, 0, -5
Cc1ccc(CNC(=O)C(C(=O)NCc2ccc(C)o2)c2ncc(C(F)(F)F)cc2Cl)o1
 : 2, -3, -4, 5, 2.5, 1, -6, -8, -1
Cc1cccc2c1cnn2C(=O)Nc1ccc(Br)cc1F
 : 0, -1, 0, -1, 0.2, 8, 10, -58, 5
CC(C)=CCCC(C)CCO (stereo not given)
 : 0, ., 0, ., ., ., 10, ., 3
Cc1n[nH]c(C)c1CCC(=O)N/N=C/c1c[nH]c2ccccc12
 : 2, -6, 5, -2, -1.1, 2, 4, -1, 18

Carrying on:
The line under a structure holds: GRK2 aptamer HTS, PP1 counter, proCasp3 act, CTSL1 counter, PP5 primary, GASC-1 inh, procasp7 counter, HCV core dimer, VLA-4 inh
CCCn1c(-c2cccs2)nc2nc3ccccc3nc21
 : 0, 2, 1, 5, 2.2, 4, 2, 4, 11
CCN1CCN(CCC(=O)Nc2cc(OC)cc(OC)c2)CC1
 : 3, 2, 2, 2, 2.0, 17, 5, -9, 2
COc1nc(N)c(S(=O)(=O)c2ccc(C)cc2)cc1C#N
 : 11, -2, 11, -2, 1.0, 7, 4, 1, 4
O=C(Nc1ncccc1O)c1cccc(S(=O)(=O)N2CCCc3ccccc32)c1
 : 4, 0, 7, -4, 0.8, 4, -2, -1, 3
CC1CCc2c(sc(NC(=O)c3ccc(Cn4cc([N+](=O)[O-])cn4)o3)c2C#N)C1 (stereo not given)
 : 4, 9, -7, -5, 4.8, 2, 8, 85*, 2
CCCCNC(=O)C1CC(=O)N(c2ccc(OC)cc2)C1c1ccc(OC)cc1 (stereo not given)
 : 0, -3, 15, -15, 0.2, 1, 5, 3, 1
CN(C)c1ccc(C(CNS(=O)(=O)c2ccc3ccccc3c2)N2CCOCC2)cc1 (stereo not given)
 : 0, 1, -14, 0, 1.0, 19, 4, -1, 10
Cc1ccccc1C(=O)Nn1cnc2ccccc2c1=O
 : 0, 0, -2, 6, 1.0, -10, 0, -1, 8
Cc1cc2c(c(=O)n1Cc1cccnc1)C(c1cccs1)C(C#N)=C(N)O2 (stereo not given)
 : 6, 0, 0, 1, -2.0, 13, 0, 2, 15
O=C(Nc1ccc([N+](=O)[O-])cn1)C1CC1
 : 1, 1, 3, 0, 2.5, 3, -5, 4, 9

Next structures follow.
The line under a structure holds: GRK2 aptamer HTS, PP1 counter, proCasp3 act, CTSL1 counter, PP5 primary, GASC-1 inh, procasp7 counter, HCV core dimer, VLA-4 inh
Cc1ccc(C2Nc3ccccc3C(=O)N2CCN2CCNC2=O)cc1 (stereo not given)
 : 0, -1, -2, 29*, 1.2, -16, -1, 4, 4
Cc1cc(C)nc(SCc2n[nH]c(=S)n2C)n1
 : 0, -3, -3, -1, -2.8, 4&-5, -9, -2, 1
CN(C)CCCC(C)(O)C(Cc1ccccc1)c1ccccc1 (stereo not given)
 : 1, -4, -5, 1, -2.6, 4, 9, -7, 10
CN(Cc1ccccc1)S(=O)(=O)c1ccc(OCC(=O)N2CCC(C(N)=O)CC2)cc1
 : 0, -2, -8, 3, -0.8, -1, 3, -5, -4
Cc1cc(S(=O)(=O)NCCc2ccncc2)cc(C)c1F
 : 0, -5, 1, 1, -3.8, -9, 1, 3, 5
O=C(/C=C/c1ccc(F)cc1)N1CCCN(C(=O)/C=C/c2ccc(F)cc2)CC1
 : 1, -1, -4, -2, -0.1, 8, 0, -5, 6
O=Cc1c(N2CCN(c3ccccc3)CC2)nc2ccccn2c1=O
 : 0, -2, -1, 4, 1.2, -14, -12, 10, 10
Cc1ccsc1C(=O)N1CCN(c2ncc(C(F)(F)F)cc2Cl)CC1
 : 0, -4, 4, 6, 0.5, 12, 4, 5, 13
Cc1cc(C(=O)O)c(CSCc2cc(C(=O)O)oc2C)o1
 : 3, -2, 4, -3, 2.3, -2, -13, -4, 13
Cc1ccc(S(=O)(=O)N2CCCOC2CNC(=O)C(=O)NCc2cccs2)cc1 (stereo not given)
 : 1, -2, -5, 0, 2.9, -4, 4, -2, 7

More results.
The line under a structure holds: GRK2 aptamer HTS, PP1 counter, proCasp3 act, CTSL1 counter, PP5 primary, GASC-1 inh, procasp7 counter, HCV core dimer, VLA-4 inh
O=C(Nc1cc(C(F)(F)F)ccc1N1CCOCC1)c1ccncc1
 : 1, ., -1, ., ., 3, 0, ., 14
CC(C)Nc1nc(N(c2ccccc2)c2ccccc2)nc(-n2ccnc2)n1
 : 2, 6, 1, -1, 3.9, -3, 5, 1, -1
COc1ccc2nc(NC(=O)c3cccc(S(=O)(=O)N4CCOCC4)c3)sc2c1
 : 2, -1, -1, -2, 1.2, 8, -2, 7, 17
CC(C)c1ccc(OCC(=O)NNC(=S)NC(=O)C2CC2)cc1
 : 0, -4, 0, 1, 4.0, -1, -3, 1, 17
CCOC(=O)c1cnc(Nc2nc3ccccc3o2)nc1C
 : 0, -4, 13, 3, -3.1, -8, -4, -6, 12

Source: PubChem (several laboratories)
